Bioassay records: PubChem, Sanford-Burnham Center for Chemical Genomics
UBC13 inh: inhibitors of human UBC13 polyubiquitin chain formation. P61088. inhibition, % at 20 µM. AID 485273. 330,000 tested, 0.47% active. TR-FRET; in the data active = inhibition above about 45%, passing the limit was not always enough
APJ agonist: APJ receptor agonism | P35414 | CHO-K1 APJ PathHunter beta-arrestin, luminescence; 0% DMSO wells, 100% apelin | activation, % at 20 µM | 330,000 tested, 0.11% active;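 active = activation more than six SD over the plate average, tested at 20 µM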;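 also: 0% = DMSO alone and 100% = apelin-13 at 10 nM; some results filed as inactive read as strong as hits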
Target sequence (P35414 whole entry, looked up): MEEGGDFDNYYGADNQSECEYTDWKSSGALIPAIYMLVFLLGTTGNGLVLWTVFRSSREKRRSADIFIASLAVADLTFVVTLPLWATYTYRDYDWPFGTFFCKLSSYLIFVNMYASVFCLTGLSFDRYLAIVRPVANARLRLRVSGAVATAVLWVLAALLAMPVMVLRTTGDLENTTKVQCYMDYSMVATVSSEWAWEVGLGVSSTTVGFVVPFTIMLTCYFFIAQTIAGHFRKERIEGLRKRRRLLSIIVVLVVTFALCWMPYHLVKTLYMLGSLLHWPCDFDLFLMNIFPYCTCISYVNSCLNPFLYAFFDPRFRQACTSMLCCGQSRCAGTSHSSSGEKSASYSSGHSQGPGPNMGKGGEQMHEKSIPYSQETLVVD
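Test system – PathHunter CHO-K1 APJ (AGTRL-1) beta-arrestin reporter cells · Input – 1000 cells/well · Compound – single test compound dose, 20 µM final, 1% DMSO · Times – compound stimulation 90 min at 25 °C, detection 60 min · Technique – beta-gal luminescence · Read-out basis – APJ–arrestin association signal · Control set – negative DMSO alone, positive Apelin-13 at 10 nM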
APJ antag: blocks the human apelin receptor APJ | P35414 | inhibition, % at 20 µM | 330,000 tested, 0.32% active | CHO-K1 APJ beta-arrestin complementation, luminescence;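 active = inhibition above about 40% at 20 µM, limit read from the data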;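 also: cells challenged with 10 nM apelin-13 agonist together with compound; plate controls were apelin-13 plus DMSO wells for no effect and DMSO wells lacking apelin-13 for full effect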
CXCR6 block: inhibitors of human CXCR6 receptor; 360,000 tested, 0.36% active; CHO-K1 PathHunter CXCR6 beta-arrestin, luminescence; inhibition, % at 20 µM; in the data active = inhibition above about 34%, passing the limit was not always enough;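 also: antagonist mode with CXCL16 agonist at 10 nM final; 0% = 10 nM CXCL16 with DMSO and 100% = unstimulated wells without agonist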
Target sequence (O00574 whole entry, looked up): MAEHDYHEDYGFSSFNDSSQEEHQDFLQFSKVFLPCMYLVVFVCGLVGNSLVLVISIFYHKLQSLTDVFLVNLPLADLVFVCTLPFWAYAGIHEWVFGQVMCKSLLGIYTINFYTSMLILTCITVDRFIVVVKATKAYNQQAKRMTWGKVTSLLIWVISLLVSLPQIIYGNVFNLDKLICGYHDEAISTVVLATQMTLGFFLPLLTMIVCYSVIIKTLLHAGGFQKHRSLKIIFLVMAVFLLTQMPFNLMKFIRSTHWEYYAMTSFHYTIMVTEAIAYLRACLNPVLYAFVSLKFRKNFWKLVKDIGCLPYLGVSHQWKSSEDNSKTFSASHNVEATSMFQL
EBI2 antag: antagonists of human EBI2 receptor | inhibition, % at 5 µM | 360,000 tested, 0.81% active | EBI2 beta-arrestin recruitment, luminescence, 7a,25-OHC stimulated | AID 651636 | P32249; in the data active = inhibition above about 38%;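 also: enzyme fragment complementation signal reports receptor beta-arrestin coupling in cells; 0% = agonist plus DMSO wells and 100% = wells without agonist; some results beyond the cut were filed as inactive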
Gli-Sufu antag: antagonists of Gli-Sufu signaling; Sufu-KO-LIGHT fibroblasts, Gli luciferase reporter luminescence; inhibition, % at 5 µM; 340,000 tested, 0.74% active;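 active = inhibition above about 55%, limit read from the data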;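 also: 0% = DMSO-treated cells and 100% = wells with medium but no cells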
CCR6 antag: blocks CCL20-driven beta-arrestin recruitment at human CCR6 | CHO-K1 CCR6 PathHunter beta-arrestin, luminescence, CCL20-stimulated | inhibition, % at 20 µM | 340,000 tested, 0.49% active;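 active = compounds whose inhibition of the agonist-driven luminescence signal at 20 µM reaches about 50%, limit read from the data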;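 also: cells stimulated with CCL20 at 14 nM final; plate controls were DMSO with CCL20 for no effect and DMSO without agonist for full effect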
ATG4B inhibitor: inhibitors of human ATG4B cysteine protease. Q9Y4P1. inhibition, % at 8.33 µM. AID 504462. ATG4B cleavage of LC3-PLA2, NBD-HPC fluorescence, 1 h. 340,000 tested, 0.51% active; in the data active = inhibition above about 40%
Target sequence (Q9Y4P1 whole entry, looked up): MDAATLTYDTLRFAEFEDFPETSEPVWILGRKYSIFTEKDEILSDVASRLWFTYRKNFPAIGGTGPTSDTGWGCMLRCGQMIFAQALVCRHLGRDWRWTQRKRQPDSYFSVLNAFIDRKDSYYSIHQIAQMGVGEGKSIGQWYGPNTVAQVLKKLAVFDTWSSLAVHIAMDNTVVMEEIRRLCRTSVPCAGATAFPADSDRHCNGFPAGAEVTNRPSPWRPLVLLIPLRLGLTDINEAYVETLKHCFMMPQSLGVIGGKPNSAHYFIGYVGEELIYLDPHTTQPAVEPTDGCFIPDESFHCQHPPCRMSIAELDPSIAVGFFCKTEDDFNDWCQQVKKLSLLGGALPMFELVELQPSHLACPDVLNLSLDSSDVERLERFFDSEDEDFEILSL
An asterisk follows results filed as active; nt = not tested or not shown.

entry	Structure	UBC13 inh	APJ agonist	APJ antag	CXCR6 block	EBI2 antag	Gli-Sufu antag	CCR6 antag	ATG4B inhibitor
1	CSc1nc(O)c(/C=C2\C=Nc3ccccc32)[nH]1	-23	-2	17	4	6	6	9	1
2	CC(=O)c1cccc(CN2CCC(n3nccc3NC(=O)CCc3ccccc3)CC2)c1	-1	0	1	-13	-4	20	19	-1
3	COc1ccc(OCC(O)CN(C2CCCCC2)C2CCCCC2)cc1 (configuration not stated)	12	-6	5	0	1	3	14	-7
4	CCN(CC(=O)NCc1ccc(F)cc1)C(=O)CN1CCN(c2ccccc2OC)CC1	2	-3	12	2	-2	11	5	4
5	CCOc1ccc(C(=O)Nc2ccc(Cc3ccncc3)cc2)cc1Br	-9	1	-15	-9	3	1	9	27
6	CCCOc1ccc(C(=O)N2CCCC2C(=O)O)cc1 (configuration not stated)	-3	-5	13	1	-4	1	9	-5
7	COc1ccc(OC)c(/C=N/n2c(C)nc3ccccc3c2=O)c1	0	0	-1	12	-8	1	3	-11
8	Cc1ccc(N(CC(=O)NN=C2CCN(C)CC2)S(=O)(=O)c2ccc(C)cc2)cc1	1	1	-26	-11	-4	-2	-12	1

(continued)
entry	Structure	UBC13 inh	APJ agonist	APJ antag	CXCR6 block	EBI2 antag	Gli-Sufu antag	CCR6 antag	ATG4B inhibitor
9	CCc1nnc(NC(=O)CCc2ccccc2OC)s1	6	-3	9	-5	2	2	17	5
10	CCOC(=O)C1=C(C)N(C)C(=S)NC1c1ccccc1 (configuration not stated)	9	-1	-1	-4	-15	7	3	-5
11	N#Cc1c(C(F)(F)F)cc(-c2cccs2)nc1SCc1ccc(Cl)nc1	30	-3	8	-4	8	24	21	-3
12	CC(C)NC(=O)/C(C#N)=C\c1ccc(N(C)C)o1	-204	-4	10	3	5	-17	28	14
13	CN(C)c1ccc(C(CNC(=O)c2ccccc2)c2c[nH]c3ccccc23)cc1 (configuration not stated)	-4	-3	14	0	11	-27	13	-3
14	Cc1ccccc1-n1nnnc1SCC(=O)NCC1CCCO1 (configuration not stated)	-17	-2	-15	-1	-4	1	-3	-6
15	COc1cccc(CN2CC(C(=O)N3CCN(c4ccc(Cl)cc4)CC3)CCC2=O)c1 (configuration not stated)	7	6	-8	-1	12	6	3	-7
16	O=C(Cc1cccs1)NCc1ccco1	-9	0	9	-7	-2	2	5	-8

Carrying on.
entry	Structure	UBC13 inh	APJ agonist	APJ antag	CXCR6 block	EBI2 antag	Gli-Sufu antag	CCR6 antag	ATG4B inhibitor
17	CCCC(C(=O)NC1=NCCS1)c1ccccc1 (configuration not stated)	2	-3	0	-1	-10	-1	17	4
18	COC(=O)C1=C(CS(=O)(=O)c2ccc(OC)c(OC)c2)NC(=O)NC1c1ccc(O)c(OC)c1 (configuration not stated)	6	-2	8	1	-3	-16	-6	-5
19	Cc1ccc(N(C)S(=O)(=O)c2cc3c(cc2C)NC(=O)CO3)cc1	2	-3	-13	-1	1	4	1	-14
20	CCOP(=O)(OCC)C(NC(=O)Nc1ccccc1)C(N)=O (configuration not stated)	-3	4	-10	-7	-11	-3	-2	-11
21	Cc1nc2ccccc2n1S(=O)(=O)c1cc(C(=O)O)ccc1Cl	-8	-4	-23	0	-4	0	7	-3
22	COc1ccc(C2=NN(C(=O)C(O)c3ccccc3)C(O)(C(F)(F)F)C2)cc1 (configuration not stated)	5	-1	-7	-2	6	7	-4	-5
23	COc1ccccc1C(CNC(=O)c1cccc(S(=O)(=O)Nc2ccc(F)cc2)c1)N1CCCC1 (configuration not stated)	nt	nt	nt	11	-1	2	10	-13
24	O=C(CNC(=O)c1ccccc1)N/N=C/c1cn[nH]c1-c1ccccc1	-7	1	-2	-6	-9	0	-10	-8

Continuation.
entry	Structure	UBC13 inh	APJ agonist	APJ antag	CXCR6 block	EBI2 antag	Gli-Sufu antag	CCR6 antag	ATG4B inhibitor
25	CCOC(=O)CC1CCCCN1C(=O)c1ccc2nc(CCOC)oc2c1 (configuration not stated)	3	1	2	-3	4	-4	7	4
26	Cc1cc(C)c(S(=O)(=O)N2CCN=C2c2ccccc2)cc1C	4	-1	-9	-2	8	1	2	-5
27	Cc1ccc(C(=O)N2CCC3(CC2)Oc2ccc(Cl)cc2C(=O)C32CC(c3cccnc3)=NO2)s1 (configuration not stated)	8	-3	11	6	0	-2	4	-8
28	O=C(O)c1ccc(S(=O)(=O)c2ccccc2C(=O)O)c([N+](=O)[O-])c1	1	-3	-10	-1	-12	-6	6	1
29	CCN(CC)CCNc1ccc(Cl)cc1[N+](=O)[O-]	-69	-8	-6	-1	-1	-1	-18	-6
30	CC(C)Oc1ccc(CCC(=O)NNC(=S)Nc2ccccc2)cc1	-3	-1	9	3	6	6	6	-3
31	CCCC(=O)Nc1cccc(Oc2nc(C)cc(C)c2C#N)c1	2	-5	10	0	-9	-11	9	-4
32	CCN(Cc1ccncc1)Cc1cn(C)nc1-c1ccc(Oc2ccccc2)cc1	-4	1	4	9	5	-8	19	4

(list continues)
entry	Structure	UBC13 inh	APJ agonist	APJ antag	CXCR6 block	EBI2 antag	Gli-Sufu antag	CCR6 antag	ATG4B inhibitor
33	CCOc1ccc(S(=O)(=O)N2CCCCC2)cc1NC(=O)CCNC(=O)c1ccco1	-1	0	14	-7	0	-1	-1	-6
34	CC1CCCCC1NC(=O)c1cc(S(=O)(=O)N2CCOCC2)ccc1Cl (configuration not stated)	10	-5	12	-2	2	3	11	-3
35	CCOC(=O)CSc1ccc(S(=O)(=O)N2CCCC2)cc1[N+](=O)[O-]	4	-1	-6	-4	-9	-3	-2	-4
36	COc1cccc(C(=O)Nc2cc(NC(=O)c3cccs3)ccc2C)c1OC	-8	-1	-7	4	-1	-3	14	29
37	Cc1c(C(=O)Nc2ccccc2)csc1-c1ccccc1	-1	-1	4	-13	1	-133	15	7
38	CCc1ccc(-c2cc(C(=O)N/N=C/c3ccccn3)[nH]n2)cc1	50*	-1	-22	-12	-1	-7	-7	-13
39	COc1ccc(CNCc2ccco2)cc1OCc1ccccc1	12	0	2	-2	-6	-7	-11	-9
40	COc1cccc(CN2CCN(C(=O)Nc3ccc([N+](=O)[O-])cc3)CC2)c1	-2	-3	-8	-14	13	2	9	-6

Next part:
entry	Structure	UBC13 inh	APJ agonist	APJ antag	CXCR6 block	EBI2 antag	Gli-Sufu antag	CCR6 antag	ATG4B inhibitor
41	CCCCCSc1nnc(-c2ccccc2NC(C)=O)c(=O)[nH]1	-6	-2	-38	4	0	-19	7	14
42	COc1ccc(NC(=O)c2cc([N+](=O)[O-])ccc2NC(=O)CNC2CCCCC2C)c(OC)c1 (configuration not stated)	-4	-3	12	10	15	35	19	-2
43	Cc1cc(O)c(C(C)C)cc1NC(=O)Nc1cc(Cl)ccc1Cl	nt	nt	nt	7	14	3	-3	5
44	CC(=C/c1ccccc1)/C=N/NC(=O)CSc1nc(C)cc(C)n1	3	0	-4	-10	-5	-7	-26	-16
45	CCOC(=O)c1c(C)c(-c2ccccc2)n(CC(=O)NCCCN(CC)CC)c1C	10	-4	9	0	-7	18	-17	-11
46	CC(=O)Nc1c(C(=O)N2CCN(c3ccccn3)CC2)cnn1-c1ccc(C)cc1	5	-4	6	0	-2	3	5	1
47	COc1ccc(C(C)=O)cc1CSc1nnc(-c2ccncc2)n1C	4	-1	-1	4	0	-18	4	-6
48	NS(=O)(=O)c1cccc(NC(=O)CSc2ncnc3ccccc23)c1	12	1	3	7	-3	11	0	-3

Continuation.
entry	Structure	UBC13 inh	APJ agonist	APJ antag	CXCR6 block	EBI2 antag	Gli-Sufu antag	CCR6 antag	ATG4B inhibitor
49	COc1ccc(OC)c(/C=N/NC(=O)CCc2c(C)n[nH]c2C)c1	8	4	-2	0	-11	0	-5	-9
50	COc1ccc(C(=O)O)cc1S(=O)(=O)NC(C)C	1	-2	9	4	6	-3	5	-6
51	COc1ccc(OC)c(S(=O)(=O)Nc2c(F)cccc2F)c1	1	-2	3	-9	-12	3	-3	6
52	CC12CCC(=O)N1C(C(=O)NCCN1C(=O)S/C(=C\c3ccccc3Cl)C1=O)CS2 (configuration not stated)	25	-3	9	-3	-4	-2	8	-9
53	CC(C)(C)OC(=O)N1Cc2[nH]c3ccccc3c2C[C@@H]1C(=O)O	6	-5	0	2	2	6	1	-3
54	CCc1c(O)nc(SCC(=O)Nc2nc3ccccc3s2)n(-c2ccc(C)cc2)c1=O	-7	1	-24	-3	-8	4	1	-2
55	CCc1ccc(NC(=O)CS(=O)CC(=O)NCC2OCCc3ccccc32)cc1 (configuration not stated)	-2	-1	-18	-10	-11	4	-21	-7
56	CCCc1nnc(NC(=O)CN2CCOCC2)s1	-1	-5	23	-1	-8	3	1	-7

(list continues)
entry	Structure	UBC13 inh	APJ agonist	APJ antag	CXCR6 block	EBI2 antag	Gli-Sufu antag	CCR6 antag	ATG4B inhibitor
57	CCc1ccc(OCC(=O)NC(=S)Nc2ccc(C)cc2C)c(Br)c1	-1	-3	-1	0	-7	-3	2	-14
58	O=C1/C(=C\c2ccc(Br)cc2)SC(=S)N1NS(=O)(=O)c1ccccc1	-8	-2	0	4	-17	6	-9	13
59	CCCCCCc1cc2cc(S(=O)(=O)c3ccc(Cl)cc3)c(=O)oc2cc1O	-13	10	-43	-44	-12	5	-63	-4
60	Nc1ccccc1SC(C[N+](=O)[O-])c1ccccc1 (configuration not stated)	-5	5	3	44*	-33	-6	63*	2
61	CCOC(=O)N1CCC(N2CCN(CCC(C)C)C(CCO)C2)CC1 (configuration not stated)	2	-2	9	3	-5	5	5	-14

Already shown: 15 of the compounds above.
entry	Structure	UBC13 inh	APJ agonist	APJ antag	CXCR6 block	EBI2 antag	Gli-Sufu antag	CCR6 antag	ATG4B inhibitor
44	CC(=C/c1ccccc1)/C=N/NC(=O)CSc1nc(C)cc(C)n1	3	0	-4	-10	-5	-7	-26	-16
45	CCOC(=O)c1c(C)c(-c2ccccc2)n(CC(=O)NCCCN(CC)CC)c1C	10	-4	9	0	-7	18	-17	-11
46	CC(=O)Nc1c(C(=O)N2CCN(c3ccccn3)CC2)cnn1-c1ccc(C)cc1	5	-4	6	0	-2	3	5	1
47	COc1ccc(C(C)=O)cc1CSc1nnc(-c2ccncc2)n1C	4	-1	-1	4	0	-18	4	-6
48	NS(=O)(=O)c1cccc(NC(=O)CSc2ncnc3ccccc23)c1	12	1	3	7	-3	11	0	-3
49	COc1ccc(OC)c(/C=N/NC(=O)CCc2c(C)n[nH]c2C)c1	8	4	-2	0	-11	0	-5	-9
50	COc1ccc(C(=O)O)cc1S(=O)(=O)NC(C)C	1	-2	9	4	6	-3	5	-6
51	COc1ccc(OC)c(S(=O)(=O)Nc2c(F)cccc2F)c1	1	-2	3	-9	-12	3	-3	6
52	CC12CCC(=O)N1C(C(=O)NCCN1C(=O)S/C(=C\c3ccccc3Cl)C1=O)CS2 (configuration not stated)	25	-3	9	-3	-4	-2	8	-9
53	CC(C)(C)OC(=O)N1Cc2[nH]c3ccccc3c2C[C@@H]1C(=O)O	6	-5	0	2	2	6	1	-3
54	CCc1c(O)nc(SCC(=O)Nc2nc3ccccc3s2)n(-c2ccc(C)cc2)c1=O	-7	1	-24	-3	-8	4	1	-2
55	CCc1ccc(NC(=O)CS(=O)CC(=O)NCC2OCCc3ccccc32)cc1 (configuration not stated)	-2	-1	-18	-10	-11	4	-21	-7
56	CCCc1nnc(NC(=O)CN2CCOCC2)s1	-1	-5	23	-1	-8	3	1	-7
57	CCc1ccc(OCC(=O)NC(=S)Nc2ccc(C)cc2C)c(Br)c1	-1	-3	-1	0	-7	-3	2	-14
58	O=C1/C(=C\c2ccc(Br)cc2)SC(=S)N1NS(=O)(=O)c1ccccc1	-8	-2	0	4	-17	6	-9	13

Part of the list above with just APJ agonist.
| cpd | compound | APJ agonist |
| --- | --- | --- |
| 58 | O=C1/C(=C\c2ccc(Br)cc2)SC(=S)N1NS(=O)(=O)c1ccccc1 | -2 |
| 59 | CCCCCCc1cc2cc(S(=O)(=O)c3ccc(Cl)cc3)c(=O)oc2cc1O | 10 |
| 60 | Nc1ccccc1SC(C[N+](=O)[O-])c1ccccc1 (configuration not stated) | 5 |
